AMA1 RON2 block: qHTS for Inhibitors of AMA1-RON; Towards Development of Antimalarial Drug Lead: Primary Screen; 360,000 compounds, 0.2% hits; AlphaScreen AMA1-biotinylated RON2 peptide binding; Potency, µM (series often up to 58.2 µM), for inactives: top-dose activity change, negative = inhibition, hits mostly inhibitors; active = well fitted inhibition curve with a large enough effect; inconclusive = small, poorly fitted or top-dose-only effect; inactive = no such curve, though single readings can be large or run the other way;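 also: potency is read from the fitted curve at half-maximal effect; 0% = vehicle wells and -100% = peptide control; nearly all actives have a fitted effect of over 45% in size; some results filed as inactive show a strong effect at the top dose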
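AMA1 (3D7) with his tag at 25 nM final met compounds first, then biotinylated RON2 peptide at 25 nM; detection used donor plus acceptor beads, 10 µg/mL apiece, read by AlphaScreen after 30 min at room temperature.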
HCMV inh: qHTS Assay for inhibitors of the human cytomegalovirus (HCMV) | HFF cells, HCMV-luciferase reporter, 72 h; active compounds read low | activity change, negative = inhibition, % at 57.5 µM | 410,000 compounds, 4.5% hits | AID 1259415, 2018; in the data active = activity change below about -60%; inconclusive = no clear call, values can overlap the other calls; inactive = above about -39%
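HFF cells seeded 16 h at 37C, treated with compounds, infected with luciferase-reporter HCMV at MOI 1 PFU/cell; luciferase read at 72 h post infection, normalized to buffer-only and Salinomycin controls.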
An asterisk follows results filed as active; ? = inconclusive; & = joins results of further samples; [ ] = another dose, or the depositor's remark. Unless noted, % is scaled to controls: 0 for no effect and ±100 for the full control effect.

SMILES	AMA1 RON2 block	HCMV inh
O=C(NCc1ccccc1)C(c1cc2ccccc2o1)n1c(=O)c(-c2ccco2)nc2ccccc21 (stereo not drawn)	5.0%	54.5
O=C(C[C@H]1CC[C@H](NC(=O)Nc2ccccc2F)[C@@H](CO)O1)NCc1ccc(-c2ccccc2)cc1	-0.2%	-13.5
CCCCCNC(=O)C1C(=O)Nc2ccccc2C(=O)N1C(C)(C)C (stereo not drawn)	-3.6%	24.9
COC(=O)[C@@]12C[C@@H](CC(=O)N3CCC(c4ccccc4)CC3)C(=O)N(Cc3ccc4c(c3)OCO4)C1=CCC(C)(C)C2	?	133.4
COc1ccc(C(C(=O)NC2CCCC2)n2c(CSCCOc3ccccc3)nc3ccccc32)cc1 (stereo not drawn)	-7.6%	?
COc1cccc(C(C(=O)NCc2ccccc2)N2CCN(C(=O)C3CCCO3)CC2)c1OC (stereo not drawn)	4.7%	-21.1
O=C(NCc1ccccc1)C(c1ccccc1)n1c(-c2ccccn2)nc2ccccc21 (stereo not drawn)	-0.3%	-27.3
CC(C)[C@H](NC(=O)OC(C)(C)C)c1cc(C(=O)NCCc2c[nH]c3ccccc23)c(N)s1	-16.9%	-5.2
Cc1cccc(C)c1NC(=O)C(CCc1ccccc1)N1CCC(c2ccccc2)CC1 (stereo not drawn)	-13.9%	-13.6
COc1ccc(CN2C(=O)CN(S(C)(=O)=O)CC2(C)C(=O)Nc2ccc3c(c2)OCCO3)cc1OC (stereo not drawn)	8.9%	-20.3
COc1ccc(NC(=O)C2C(c3ccc4c(c3)OCO4)=Nc3ccccc3N2C(=O)c2cccc(C(F)(F)F)c2)cc1 (stereo not drawn)	0.4%	22.1
Cc1cc(C)c2cc(C#N)c(NCCNC(=O)c3ccccn3)nc2c1	-6.3%	14.1
O=C(C[C@@H]1CC[C@@H]2[C@H](COC[C@H](O)CN2Cc2cccc(C(F)(F)F)c2)O1)NCc1ccc(Cl)cc1	1.3%	-5.3
COC(=O)C(C(=O)OC)c1ccccc1NS(=O)(=O)c1c(C)cc(C)cc1C	-6.1%	-10.3&-20.1
CCCCCNC(=O)C1C(=O)Nc2ccccc2C(=O)N1c1c(C)cccc1C (stereo not drawn)	12.6%	2.6
O=C(Nc1ccc(F)cc1)C(c1ccnc2ccccc12)N1CCN(c2cccc(C(F)(F)F)n2)CC1 (stereo not drawn)	0.0%	-2.7
CCCCCCCCN1C(=O)[C@H](CC(=O)NCc2cccc3ccccc23)C[C@@]2(C(=O)OC)CC(C)(C)CC=C12	-14.1%	97.4
CCCCCNC(=O)c1nc(-c2c(F)cccc2F)oc1-c1ccccc1	4.2%	-31.1
CCOC(=O)CC1(C)N(S(=O)(=O)c2ccc(C)cc2)c2ccccc2N1S(=O)(=O)c1ccc(C)cc1	2.8%	-2.4
COc1ccc(C(C(=O)c2ccccc2)c2ccccc2)cc1 (stereo not drawn)	16.3%	-82.3*
O=C(NC1CCCC1)C1C(c2ccc(C(F)(F)F)cc2)=Nc2ccccc2N1C(=O)c1ccccc1 (stereo not drawn)	-15.7%	8.7
O=C(C(=O)N1CCC(Cc2ccccc2)CC1)c1ccccc1	13.7%&-14.3%	-22.4&-18.6
COC(=O)/C=C1\OC(c2ccccc2)c2ccccc21 (stereo not drawn)	-3.5%	24.0
CCCCCCCCN1C(=O)[C@H](CC(=O)N2CCSCC2)C[C@@]2(C(=O)OC)CC(C)(C)CC=C12	-18.2%	9.3
COc1cc(CC(=O)N2c3ccccc3N=C(c3ccccc3)C2C(=O)NCc2ccccc2)cc(OC)c1 (stereo not drawn)	-11.4%	-2.5

Part of the list above in order of count of non-hydrogen atoms, rising:
SMILES	AMA1 RON2 block	HCMV inh
COC(=O)/C=C1\OC(c2ccccc2)c2ccccc21 (stereo not drawn)	-3.5%	24.0
COc1ccc(C(C(=O)c2ccccc2)c2ccccc2)cc1 (stereo not drawn)	16.3%	-82.3*
Cc1cc(C)c2cc(C#N)c(NCCNC(=O)c3ccccn3)nc2c1	-6.3%	14.1
Cc1cccc(C)c1NC(=O)C(CCc1ccccc1)N1CCC(c2ccccc2)CC1 (stereo not drawn)	-13.9%	-13.6
CCCCCCCCN1C(=O)[C@H](CC(=O)N2CCSCC2)C[C@@]2(C(=O)OC)CC(C)(C)CC=C12	-18.2%	9.3
CCOC(=O)CC1(C)N(S(=O)(=O)c2ccc(C)cc2)c2ccccc2N1S(=O)(=O)c1ccc(C)cc1	2.8%	-2.4
O=C(Nc1ccc(F)cc1)C(c1ccnc2ccccc12)N1CCN(c2cccc(C(F)(F)F)n2)CC1 (stereo not drawn)	0.0%	-2.7
COc1cc(CC(=O)N2c3ccccc3N=C(c3ccccc3)C2C(=O)NCc2ccccc2)cc(OC)c1 (stereo not drawn)	-11.4%	-2.5
CCCCCCCCN1C(=O)[C@H](CC(=O)NCc2cccc3ccccc23)C[C@@]2(C(=O)OC)CC(C)(C)CC=C12	-14.1%	97.4
COC(=O)[C@@]12C[C@@H](CC(=O)N3CCC(c4ccccc4)CC3)C(=O)N(Cc3ccc4c(c3)OCO4)C1=CCC(C)(C)C2	?	133.4

Later entries:
SMILES	AMA1 RON2 block	HCMV inh
CCc1c(-c2cccc(OC)c2)ncn1Cc1cccc(-c2ccccc2)c1	?	?
CC(=O)C[C@@H]1OC[C@H](CO)N1S(=O)(=O)c1ccc(C)cc1	1.8%	0.7
COC(=O)C1(C(=O)OC)C[C@H](c2cccs2)N(Cc2ccccc2OC)[C@@H]1c1ccc(F)cc1	-12.5%	10.5
COC(=O)C[C@@H]1CC[C@H](NC(=O)c2ccc3c(c2)OCO3)[C@@H](CO)O1	3.4%	-10.9
COC(=O)C(C(=O)OC)c1cc2c(cc1CNS(=O)(=O)c1ccc(C)cc1)OCO2	-8.4%	22.6
Cc1[nH]c2ccccc2c1C(=O)c1cc(Cc2ccccc2)sc1N	3.0%	1.8
CCC(C(=O)NCc1ccccc1)n1c(-c2ccc3c(c2)CCO3)nc2ccccc21 (stereo not drawn)	-12.5%	-12.2
CCOC1=C2CN(S(=O)(=O)c3ccc(C)cc3)C(c3ccccc3)CC2N(S(=O)(=O)c2ccc(C)cc2)C(c2ccc(Br)cc2)C1 (stereo not drawn)	2.2%	18.4
Cc1cc2c(cc1C)-c1nnnn1C(N1CCC(Cc3ccccc3)CC1)C(=O)N2 (stereo not drawn)	-18.3%	35.5
Cc1ccc(S(=O)(=O)N2C3CC(c4ccccc4)N(S(=O)(=O)c4cccc(Cl)c4)CC3C(=O)C[C@H]2c2ccccc2)cc1 (stereo partly drawn)	3.7%	?
O=c1c(-c2cc3ccccc3[nH]2)nc2ccccc2n1C(CCc1ccccc1)c1nc2ccccc2[nH]1 (stereo not drawn)	41.8%[activator]	47.9
O=C(C[C@H]1CC[C@@H]2[C@H](COC[C@H](O)CN2Cc2cccc(C(F)(F)F)c2)O1)NCCc1ccccc1	-1.2%	-22.3
COC(=O)C[C@@H]1CC[C@@H](NS(=O)(=O)c2ccc(OC)cc2)[C@@H](CO)O1	1.0%	-11.8
O=C(NC1CCCCC1)C(c1ccc(C(F)(F)F)cc1)n1c(=O)c(-c2ccco2)nc2ccccc21 (stereo not drawn)	3.4%	-19.0
CC(C)(C)NC(=O)C1C(c2ccc(C(F)(F)F)cc2)=Nc2ccccc2N1C(=O)c1cccc2ccccc12 (stereo not drawn)	-8.2%	16.0
COC(=O)C[C@H]1CC[C@@H](NS(=O)(=O)c2ccccc2)[C@@H](CO)O1	-3.7%	-26.7
Cc1[nH]c2ccccc2c1C(=O)c1cc([C@H](NC(=O)OC(C)(C)C)C(C)C)sc1N	0.2%	47.6
CC1=C(C(=O)N2CCCCCC2)CC(CC(=O)NCCN2CCOCC2)C(=O)N1CCC1=CCCCC1 (stereo not drawn)	-15.2%	-9.6
CCCCNC(=O)C1C(c2ccc(C(F)(F)F)cc2)=Nc2ccccc2N1C(=O)c1cccc(C(F)(F)F)c1 (stereo not drawn)	1.0%	7.4
COc1ccc(NC(=O)C(c2ccncc2)n2c(=O)c(-c3cc4ccccc4[nH]3)nc3ccccc32)cc1 (stereo not drawn)	16.9%	58.2
CC(C)[C@H](NC(=O)OC(C)(C)C)c1cc(C(=O)N2CCOCC2)c(N)s1	66.5%[activator]	-16.4
O=C(NCc1ccccc1)c1nc(-c2c(F)cccc2F)oc1-c1ccccc1	7.1%	-22.0
Cc1cccc(C)c1NC(=O)C1C(c2ccc3c(c2)OCO3)=Nc2ccccc2N1C(=O)c1cccc(C(F)(F)F)c1 (stereo not drawn)	-6.0%	5.9
CCCc1c(-c2ccc(F)cc2F)ncn1Cc1cccc(-c2ccccc2)c1	-17.3%	-86.7*
COc1ccc(CN2C(=O)CSCC2(C)C(=O)NCc2ccccc2)cc1 (stereo not drawn)	-7.1%	-3.7

(further entries)
SMILES	AMA1 RON2 block	HCMV inh
Nc1nc2ncccn2c1-c1ccc(F)cc1	84.9%[activator]	-6.5
COCCN1C(=O)CSCC1(C)C(=O)Nc1ccc2c(c1)OCCO2 (stereo not drawn)	-5.7%	10.9
Cc1ccccc1S(=O)(=O)N1C(c2ccc(Cl)c(Cl)c2)CC=C(C(=O)O)C1c1cccc(Br)c1 (stereo not drawn)	-4.3%	1.0
COc1ccc(N2C(=O)c3ccccc3NC(=O)C2C(=O)Nc2ccc(N3CCOCC3)cc2)cc1 (stereo not drawn)	4.6%	-10.1
COC(=O)[C@@]12C[C@@H](CC(=O)N3CCOCC3)C(=O)N(Cc3ccc4c(c3)OCO4)C1=CCC(C)(C)C2	-27.2%	-1.8
O=C(C[C@H]1CC[C@H]2[C@@H](COC[C@@H](O)CN2S(=O)(=O)c2ccc(F)cc2)O1)N[C@@H]1CCN(Cc2ccccc2)C1	-6.8%	44.9
COCC(=O)N1C[C@H](C)[C@H](OC)CN(C)C(=O)c2cc(NC(=O)Nc3cccc(F)c3)ccc2OC[C@@H]1C	-2.7%	-12.2
COc1ccc(C2=Nc3ccccc3N(C(=O)c3cc(Cl)cc(Cl)c3)C2C(=O)NCc2ccccc2)cc1 (stereo not drawn)	-14.8%	17.8
COC(=O)[C@@]12C[C@@H](CC(=O)NCc3ccc(C)o3)C(=O)N(Cc3ccccc3)C1=CCC(C)(C)C2	-9.5%	-19.2
CC(C)(C)NC(=O)C(c1ccncc1)n1c(=O)c(-c2ccco2)nc2ccccc21 (stereo not drawn)	2.6%	-11.1
Nc1nc2ncccn2c1-c1ccc(F)c(F)c1	80.7%[activator]	-6.4
CCCCOCCCNC(=O)C[C@@H]1C[C@@]2(C(=O)OC)CCCCC=C2N(Cc2ccc3c(c2)OCO3)C1=O	-11.4%	5.0
Cc1ccc(S(=O)(=O)N2CC3C(=O)C[C@@H](c4ccccc4)N(S(=O)(=O)c4cccc(Cl)c4)C3CC2c2ccccc2)cc1 (stereo partly drawn)	-2.2%	-32.4
CCOC(=O)[C@]12CCCC=C1N(Cc1ccccc1)C(=O)[C@H](CC(=O)N1CCN(C(=O)C3CC3)CC1)C2	2.6%	20.9
Cc1ccccc1CN1C(=O)CSCC1(C)C(=O)Nc1ccc2c(c1)OCCO2 (stereo not drawn)	-6.7%	49.9
CCCCNC(=O)c1nc(-c2cccnc2OC)oc1-c1ccc(Cl)cc1	-5.7%	51.9
COC(=O)C1=CN(c2ccc(C(C)(C)C)cc2)C(N)=C(C#N)C1c1cccc2ccccc12 (stereo not drawn)	28.9%	?
COc1cccc(C(C(=O)NC2CCCC2)N2CCN(c3ncccc3C#N)CC2)c1OC (stereo not drawn)	-1.1%	-2.0
O=C(Nc1ccc2ccccc2c1)C(c1ccccc1F)n1c(=O)c(-c2cc3ccccc3[nH]2)nc2ccccc21 (stereo not drawn)	62.9%[activator]	-5.8
COc1ccc(NC(=O)N[C@H]2CC[C@@H](CC(=O)NC3CCC3)O[C@@H]2CO)cc1	-0.5%	-27.5
O=C1Nc2ccccc2-c2nnnn2C1N1CCCC1 (stereo not drawn)	1.2%	44.7
COC(=O)C1(C(=O)OC)C[C@H](c2ccccc2)N(Cc2ccccc2OC)[C@@H]1c1ccccc1	-9.8%	-25.0
Cc1cccc(N2CCN(C(C(=O)NCc3ccccc3)c3ccc(F)cc3)CC2)c1C (stereo not drawn)	-15.2%	71.1
O=C(NC1CCCC1)C(c1ccccc1)n1c(-c2ccc3c(c2)CCO3)nc2ccccc21 (stereo not drawn)	-12.7%	-6.4
O=C(C[C@@H]1CC[C@H](NC(=O)Cc2ccccn2)[C@@H](CO)O1)NCCc1ccccc1	14.1%	-10.9
COc1ccc(N2c3ccccc3CN(Cc3ccccc3)[C@@H](C)[C@H]2Cc2c(C)cccc2C)cc1	-25.2%	-4.1
O=C(Nc1ccc(F)cc1)N[C@H]1CC[C@H](CCNS(=O)(=O)c2cccc(Cl)c2)O[C@@H]1CO	-1.2%	49.3
COc1ccc(C(=O)NCCNc2nc3cc(C)cc(C)c3cc2C#N)c(OC)c1	-6.4%	?
CCCNC(=O)N[C@H]1C=C[C@H](CC(=O)OC)O[C@@H]1CO	2.5%	-2.2

High-throughput results deposited in PubChem by National Center for Advancing Translational Sciences (NCATS).

Some of the compounds tested, so the mix of outcomes need not match the whole.
